From PubChem
CAL PDZ FP-1 = inhibitors of human CAL PDZ peptide binding; 330,000 compounds, 0.02% hits; AID 504414; inhibition, % at 20 µM; purified CAL PDZ, TMR-peptide fluorescence polarization, 1 h; Q9HD26;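 active means highest replicate inhibition of at least 40%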;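 further: plate controls were DMSO neutral control wells for no effect and unlabeled competitor peptide control wells for full effect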
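System: tagged CAL PDZ domain. Schedule: 1 h room-temperature incubation prior to read. Signal: fluorescence polarization (mP). Measure: percent inhibition from loss of millipolarization.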
dFosB act = enhances mouse delta FosB homodimer DNA binding; activation, % at 25 µM; 340,000 compounds, 0.99% hits; purified delta FosB, TAMRA-CDK5 oligo fluorescence polarization; percent of positive-control signal above neutral wells; P13346;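 active means mean activation above about 17%, with every replicate also reaching it, limit read from the data, passing the limit was not always enough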;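 further: fluorescence polarization rise as delta FosB binds a TAMRA Cdk5 AP-1 oligo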
Target sequence (P13346 whole entry, looked up): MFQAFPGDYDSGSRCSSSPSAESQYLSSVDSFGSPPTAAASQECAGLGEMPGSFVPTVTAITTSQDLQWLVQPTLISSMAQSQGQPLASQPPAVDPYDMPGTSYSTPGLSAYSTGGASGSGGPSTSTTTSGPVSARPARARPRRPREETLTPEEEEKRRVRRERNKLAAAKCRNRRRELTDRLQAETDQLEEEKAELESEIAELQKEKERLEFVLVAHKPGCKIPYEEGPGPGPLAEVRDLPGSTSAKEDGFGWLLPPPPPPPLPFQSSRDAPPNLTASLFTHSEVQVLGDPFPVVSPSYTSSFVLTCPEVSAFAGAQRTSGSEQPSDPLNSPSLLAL
NSD2 inh = NSD2 (human) methyltransferase inhibition. O96028. NSD2 peptide methylation, AlphaScreen, 120 min. inhibition, % at 12.5 µM. 310,000 compounds, 0.54% hits. AID 743445; in the data active means inhibition above about 50%
SR-BI DiI-HDL act = SR-BI HDL lipid transfer activation. CHO ldlA[mSR-BI] cells, DiI-HDL uptake fluorescence, 3 h; 100 = double the neutral-control signal. 320,000 compounds, 0.096% hits. activation, % at 12.5 µM;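 active means mean replicate activation of at least 60% and every replicate at or above 60%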;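 further: 0% = median plate neutral-control signal and 100% = twice that signal; values of inactives mirror those of a sister screen read the other way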
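Test system: SR-BI-overexpressing, LDLR-lacking CHO cells. Measured by: DiI fluorescence, bottom read. Medium: Ham's F12 with 0.5% BSA, HEPES 25 mM, pH 7.4. Timing: 3 h uptake period with compound, 37 °C.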
SR-BI DiI inh = inhibitors of mouse SR-BI mediated HDL lipid uptake | Q61009 | 320,000 compounds, 0.96% hits | ldlA[mSR-BI] CHO cells, DiI-HDL uptake fluorescence, 3 h | inhibition, % at 12.5 µM;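 active means mean replicate inhibition of at least 70% and a set share of replicates each scoring 70 or more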;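 further: 0% = median of neutral control wells and 100% = median of positive control wells; values of inactives mirror those of a sister screen read the other way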
Target sequence (Q61009 whole entry, looked up): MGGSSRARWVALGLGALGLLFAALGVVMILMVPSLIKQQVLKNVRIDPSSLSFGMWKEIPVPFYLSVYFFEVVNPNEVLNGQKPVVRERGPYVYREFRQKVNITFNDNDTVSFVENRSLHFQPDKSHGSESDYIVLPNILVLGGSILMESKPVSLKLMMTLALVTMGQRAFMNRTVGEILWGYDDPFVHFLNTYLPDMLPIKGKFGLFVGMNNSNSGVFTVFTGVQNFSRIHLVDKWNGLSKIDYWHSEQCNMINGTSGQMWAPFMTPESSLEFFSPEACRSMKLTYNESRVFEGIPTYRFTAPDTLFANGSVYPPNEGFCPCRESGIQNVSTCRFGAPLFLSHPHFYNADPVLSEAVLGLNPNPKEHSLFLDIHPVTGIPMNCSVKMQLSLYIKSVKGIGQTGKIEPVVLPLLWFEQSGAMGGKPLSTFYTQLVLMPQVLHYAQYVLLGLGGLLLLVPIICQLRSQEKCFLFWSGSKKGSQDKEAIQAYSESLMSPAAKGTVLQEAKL
CAL PDZ FP-2 = blocks peptide binding to the human CAL PDZ domain. Q9HD26. purified CAL PDZ, TMR-peptide fluorescence polarization, 1 h. inhibition, % at 24.9 µM. 300,000 compounds, 0.92% hits. AID 602252;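 active means mean inhibition of at least 30% with at least half of replicates also reaching 30%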;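 further: 0% = DMSO neutral control and 100% = excess unlabeled competitor peptide PRC23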
MITF TRPM1 HTS = increases MITF-driven TRPM1 promoter luciferase signal. SK-MEL-5 TRPM1-promoter luciferase, 24 h; % of positive control, neutral wells = 0. 300,000 compounds, 0.75% hits. activation, % at 12.5 µM;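 active means mean activation of at least 80% with every replicate also reaching 80%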;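 further: 0% = neutral control wells and 100% = parthenolide positive control wells; values of inactives mirror those of a sister screen read the other way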
PfHsp90 set2 = inhibits growth of yeast expressing Plasmodium falciparum Hsp90; S. cerevisiae expressing PfHsp90, BacTiter-Glo ATP, 48 h; yeast lacking PDR1 and PDR3 efflux regulators; inhibition, % at 9.4 µM; 310,000 compounds, 0.32% hits;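 active means every replicate shows inhibition above about 80%, whatever the replicate mean, limit read from the data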;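 further: 0% = DMSO neutral controls and 100% = 20 µM radicicol positive controls; yeast relying on Plasmodium falciparum Hsp90 in place of its own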
Rtt109 HAT inh = blocks Candida albicans Rtt109/Vps75 acetyltransferase activity. Q5AAJ8. purified Rtt109/Vps75, ThioGlo CoA-SH fluorescence, 4 h. inhibition, % at 34.9 µM. 330,000 compounds, 0.16% hits. AID 540336;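 active means inhibition of at least 50% in every replicate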
PvdQ acylase = blocks Pseudomonas aeruginosa PvdQ acylase activity; purified PvdQ acylase, fluorescence plate reader; inhibition, % at 10 µM; 340,000 compounds, 0.063% hits; in the data active means inhibition above about 30%, passing the limit was not always enough;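 further: 0% = vehicle neutral wells and 100% = reference inhibitor wells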
Active calls of the source: *; . = not tested or not shown.

CAL PDZ FP-1 | dFosB act | NSD2 inh | SR-BI DiI-HDL act | SR-BI DiI inh | CAL PDZ FP-2 | MITF TRPM1 HTS | PfHsp90 set2 | Rtt109 HAT inh | PvdQ acylase | Compound
-0.3 | 6 | 0 | 11 | -11 | . | 1 | 1 | 3 | 5 | Cc1cc2oc(C(=O)NCc3ccc(S(N)(=O)=O)cc3)c(C)c2cc1C
-1.5 | -2 | -1 | 10 | -10 | -5 | -15 | -2 | . | 6 | CC(=O)NN1C(=O)c2ccc(Oc3ccc([N+](=O)[O-])cc3)cc2C1=O
-0.3 | -8 | 0 | -13 | 13 | 1 | -5 | 0 | 12 | 6 | NNC(=O)c1cccc(Cn2cc(Br)c([N+](=O)[O-])n2)c1
0.1 | -4 | 1 | 0 | 0 | -3 | . | 13 | -8 | -16 | Cc1ccc(NNC(=O)c2cccs2)cc1Cl
-0.5 | -4 | -2 | 19 | -19 | -4 | -2 | -5 | -3 | -12 | CCOC(=O)CC(NC(C)=O)c1ccc([N+](=O)[O-])cc1 (stereo unspecified)
0.2 | -4 | 0 | 16 | -16 | -6 | -5 | -5 | -3 | -8 | O=S(=O)(NCC(c1cccnc1)N1CCN(Cc2ccccc2)CC1)c1cc(F)ccc1F (stereo unspecified)
-1.8 | -9 | 1 | 13 | -13 | 2 | -3 | 2 | 12 | 1 | CC(c1nnnn1C(C)(C)C)N(Cc1cccnc1)Cc1ccccc1Cl (stereo unspecified)
-2.5 | -1 | 0 | . | . | -2 | -2 | -4 | -4 | -4 | CC(=O)c1ccc(N2CCN(Cc3nc4ccccc4[nH]3)CC2)cc1
0.0 | -1 | -3 | 16 | -16 | 6 | -10 | -1 | 6 | 4 | COC1CCCN(C(=O)c2ccc(OC3CCN(CCc4ccccc4)CC3)cc2)C1 (stereo unspecified)
-1.3 | -4 | 0 | -3 | 3 | -4 | -19 | 0 | 5 | -3 | CCCCOc1cc(C)nc(NCc2ccccc2)n1
-0.7 | -6 | . | -21 | 21 | -6 | -2 | -13 | 0 | -3 | CN1OC[C@@H]2CN(S(=O)(=O)c3ccccc3)[C@H](c3cccc(Br)c3)C[C@@H]21
-1.2 | 5 | 0 | 24 | -24 | . | -9 | 20 | -8 | -15 | CCCCn1c(-c2ccc(Cl)cc2)nc2c(=O)n(C)c(=O)[nH]c21
-0.3 | 1 | -3 | 0 | 0 | . | -5 | 18 | 6 | 0 | Cc1ccc(S(=O)(=O)N(C)C)cc1NC(=O)C1CCCN(C(=O)c2ccc(Cl)cc2)C1 (stereo unspecified)
-0.6 | -3 | -1 | -7 | 7 | -3 | 7 | 8 | 29 | 4 | CCCCCCCC1CC(CSC(=N)N)OC1=O (stereo unspecified)
-1.6 | -4 | 2 | 26 | -26 | . | -4 | 0 | 17 | -4 | Cc1noc(/C=C/N(C)C)c1S(=O)(=O)N1CCC(C(=O)NC(C)(C)C)CC1
-1.6 | 1 | -1 | -5 | 5 | -3 | . | 15 | -3 | -4 | CC(=O)Nc1ccc(S(=O)(=O)NC2CCS(=O)(=O)C2)cc1Cl (stereo unspecified)
0.6 | 3 | -2 | 5 | -5 | -3 | -12 | 7 | 3 | 0 | O=C(Nc1ccccc1C(F)(F)F)N1CCCC1c1cccnc1 (stereo unspecified)
-1.4 | -13 | -4 | 17 | -17 | 6 | -5 | -8 | -1 | -8 | COCC1CCN(C(=O)C2CCC(=O)N(CCc3ccc(Cl)cc3)C2)CC1 (stereo unspecified)
-2.8 | 0 | 0 | 8 | -8 | -2 | -17 | . | 0 | -12 | CCCCn1c(N)c(N(CC(C)C)C(=O)c2cc(-c3ccc(F)cc3)nc3ccccc23)c(=O)[nH]c1=O
-3.7 | -12 | -2 | 3 | -3 | 0 | 1 | 9 | -18 | -9 | CCOc1ccccc1-n1c(SCC(=O)NC2CCCC2)nnc1-c1ccoc1C
-1.6 | 5 | -1 | 14 | -14 | 2 | . | . | -2 | -3 | CCCS(=O)(=O)N1CCN(C(=O)c2cccc(OC)c2)CC1
0.2 | 9 | 1 | 13 | -13 | -4 | 7 | 9 | -3 | -5 | CC(C#N)(CCc1ccccn1)CCc1ccccn1
-2.5 | 2 | 0 | . | . | 2 | 2 | . | 4 | -12 | CCOC(=O)c1ccc(NC(=O)CSc2ccc(-c3cccnc3)nn2)cc1
0.7 | 4 | . | -30 | 30 | -6 | -11 | . | 8 | -13 | CC1CCN(c2nc3ccccc3nc2C(C#N)C(=O)OC2CCCCC2)CC1 (stereo unspecified)
0.8 | 5 | -2 | 15 | -15 | -3 | . | -2 | 13 | -8 | CN(C)S(=O)(=O)Nc1ccc(C(=O)O)cc1
-1.4 | 0 | 1 | 16 | -16 | 3 | 2 | 11 | 4 | -8 | CCOc1ccc(CC2CCC(=O)NC2=O)cc1 (stereo unspecified)
-1.6 | -6 | . | -11 | 11 | -2 | -2 | 4 | -3 | -1 | CCCC[C@@H]1C=C(C(=O)O)[C@H](c2ccc3c(c2)OCO3)N1S(=O)(=O)c1ccc(C)cc1
-1.5 | 0 | . | -18 | 18 | 2 | . | . | . | -11 | O=C(Nc1cccn(Cc2c(Cl)cccc2Cl)c1=O)c1ccc(Cl)cc1
-2.6 | -14 | 3 | . | 16 | -1 | -15 | 26 | 0 | -9 | CCCN1CCc2c(sc(NC(=O)c3ccc(S(=O)(=O)N4CCCC4)cc3)c2C(N)=O)C1
-1.2 | -24 | -3 | -54 | 54 | -3 | -2 | 4 | 16 | -1 | O=C(NC(NC(=S)Nc1ccc(Cl)c(Cl)c1)C(Cl)(Cl)Cl)c1ccco1 (stereo unspecified)
-0.7 | -7 | . | 22 | -22 | -2 | 15 | -9 | 3 | -16 | C#Cc1ccc([C@@H]2C=C(C(=O)N3CCOCC3)O[C@H](OCC)[C@H]2CCCO)cc1
0.0 | 29* | -1 | 13 | -13 | 7 | 43 | -4 | -5 | -2 | Cc1ccc([N+](=O)[O-])cc1-c1ccc(/C=C(\C#N)c2[nH]nc(N)c2C#N)o1
. | -5 | -4 | 13 | -13 | -7 | 55 | -20 | 5 | 6 | O=C(CCCc1ccccc1)Nc1ccc2c(c1)OCCO2
-0.5 | 3 | 1 | -24 | 24 | 3 | 32 | -4 | -2 | -13 | COc1ccc(/C=N/Nc2nc(C)nc(N)n2)cc1
-1.0 | -15 | . | 7 | -7 | 2 | -7 | -15 | -12 | -18 | CCN(CC)CCCN1C=C2C(=O)C(C)(OC(=O)CCC(=O)OC)C(=O)C(Br)=C2C=C1c1ccc(OC)cc1 (stereo unspecified)
1.0 | -1 | 0 | -7 | 7 | -36 | -1 | 11 | 2 | -16 | CN(CC(=O)Nc1ccccc1Cl)C(=O)COC(=O)/C=C/c1cccs1
0.1 | -1 | . | -42 | 42 | 3 | -14 | -7 | -2 | -6 | C=CCn1c(CCCNC(=O)c2ccccc2OC)nc2ccccc21
-4.4 | -16 | . | -5 | 5 | -5 | -10 | -4 | 6 | -19 | C[C@H](O)[C@@H]1C(=O)N2CCc3ccc(-c4ccccc4)cc3[C@@H]2C[C@@H]1N(C)C(=O)Nc1cc(Cl)cc(Cl)c1
-0.2 | -10 | . | 9 | -9 | 1 | 18 | 7 | -13 | -12 | CC(=O)NCCn1c(C)cc2ccccc21
-1.3 | -17 | -10 | 10 | -10 | -7 | 1 | -18 | 15 | -12 | O=C(c1cccs1)N1CCCC(c2nc3c(nnn3Cc3ccccc3)c(=O)[nH]2)C1 (stereo unspecified)

No new results follow: three of the compounds above.
CAL PDZ FP-1 | dFosB act | NSD2 inh | SR-BI DiI-HDL act | SR-BI DiI inh | CAL PDZ FP-2 | MITF TRPM1 HTS | PfHsp90 set2 | Rtt109 HAT inh | PvdQ acylase | Compound
0.2 | -4 | 0 | 16 | -16 | -6 | -5 | -5 | -3 | -8 | O=S(=O)(NCC(c1cccnc1)N1CCN(Cc2ccccc2)CC1)c1cc(F)ccc1F (stereo unspecified)
-1.8 | -9 | 1 | 13 | -13 | 2 | -3 | 2 | 12 | 1 | CC(c1nnnn1C(C)(C)C)N(Cc1cccnc1)Cc1ccccc1Cl (stereo unspecified)
-2.5 | -1 | 0 | . | . | -2 | -2 | -4 | -4 | -4 | CC(=O)c1ccc(N2CCN(Cc3nc4ccccc4[nH]3)CC2)cc1

Next compounds.
CAL PDZ FP-1 | dFosB act | NSD2 inh | SR-BI DiI-HDL act | SR-BI DiI inh | CAL PDZ FP-2 | MITF TRPM1 HTS | PfHsp90 set2 | Rtt109 HAT inh | PvdQ acylase | Compound
-2.5 | -3 | -1 | -2 | 2 | -4 | 16 | -10 | 2 | 16 | O=C(Nc1ccc(Cl)cn1)c1cc2ccccc2o1
-2.0 | -14 | . | 12 | -12 | -8 | -1 | -8 | 24 | -17 | CC(=S)/C=C1\Sc2ccccc2N1C
-3.2 | -4 | 0 | 12 | -12 | 0 | 3 | -11 | -1 | -16 | COC(=O)c1ccc(C)c(NC(=O)COC(=O)C2CC3CCCC(C2)C3=O)c1 (stereo unspecified)
-3.2 | -8 | 0 | -12 | 12 | -3 | 1 | -5 | 9 | -21 | CCOC(=O)CNC(c1ccccc1)c1cc(Br)ccc1NC(C)=O (stereo unspecified)
-1.1 | 0 | 3 | 0 | 0 | -5 | 10 | -8 | -3 | -8 | Cc1cc(C(=O)Nc2ccc(S(=O)(=O)Nc3nccs3)cc2)c(C)o1
-2.5 | -5 | -1 | -6 | 6 | 0 | 5 | 2 | 3 | 17 | COc1ccc(NC(=O)CN(c2ccc(OC)cc2)S(=O)(=O)c2c(C)nn(C)c2C)cc1
-1.3 | -1 | -1 | 9 | -9 | -1 | -3 | 14 | 0 | 7 | CCCCNC(=O)NCC(=O)Nc1ccc(F)c(F)c1
-1.8 | -9 | 3 | -5 | 5 | 0 | 19 | -9 | 11 | 1 | COC(=O)c1c(NC(=O)c2ccn(C)n2)sc2c1CCC2
-0.9 | -6 | 0 | 36 | -36 | -3 | 67 | -2 | -1 | -18 | COC(=O)[C@@H](Cc1c[nH]c2ccccc12)NC(=O)c1ccc2c(c1)OCO2

Structures from the list above containing a furan ring, fused or not, in the order listed:
CAL PDZ FP-1 | dFosB act | NSD2 inh | SR-BI DiI-HDL act | SR-BI DiI inh | CAL PDZ FP-2 | MITF TRPM1 HTS | PfHsp90 set2 | Rtt109 HAT inh | PvdQ acylase | Compound
-0.3 | 6 | 0 | 11 | -11 | . | 1 | 1 | 3 | 5 | Cc1cc2oc(C(=O)NCc3ccc(S(N)(=O)=O)cc3)c(C)c2cc1C
-3.7 | -12 | -2 | 3 | -3 | 0 | 1 | 9 | -18 | -9 | CCOc1ccccc1-n1c(SCC(=O)NC2CCCC2)nnc1-c1ccoc1C
-1.2 | -24 | -3 | -54 | 54 | -3 | -2 | 4 | 16 | -1 | O=C(NC(NC(=S)Nc1ccc(Cl)c(Cl)c1)C(Cl)(Cl)Cl)c1ccco1 (stereo unspecified)
0.0 | 29* | -1 | 13 | -13 | 7 | 43 | -4 | -5 | -2 | Cc1ccc([N+](=O)[O-])cc1-c1ccc(/C=C(\C#N)c2[nH]nc(N)c2C#N)o1
-2.5 | -3 | -1 | -2 | 2 | -4 | 16 | -10 | 2 | 16 | O=C(Nc1ccc(Cl)cn1)c1cc2ccccc2o1
-1.1 | 0 | 3 | 0 | 0 | -5 | 10 | -8 | -3 | -8 | Cc1cc(C(=O)Nc2ccc(S(=O)(=O)Nc3nccs3)cc2)c(C)o1
